Bioassay records (PubChem)
NPSR antagonist: antagonists of human neuropeptide S receptor cAMP signaling | Q6W5P4 | CHO-NPSR cells, cAMP TR-FRET, antagonist mode | Potency, µM (series often up to 38.3 µM), for the others: at the top dose activity change, negative = inhibition, usual class: inhibitors | actives 1% (n = 220,000); also: potency is read from the fitted curve at half-maximal effect; % is scaled to controls: 0 for no effect and ±100 for the full control effect; nearly all actives have a fitted effect of over 50% in size; many of its hits are not listed in these tables
Target sequence (Q6W5P4 whole entry, looked up): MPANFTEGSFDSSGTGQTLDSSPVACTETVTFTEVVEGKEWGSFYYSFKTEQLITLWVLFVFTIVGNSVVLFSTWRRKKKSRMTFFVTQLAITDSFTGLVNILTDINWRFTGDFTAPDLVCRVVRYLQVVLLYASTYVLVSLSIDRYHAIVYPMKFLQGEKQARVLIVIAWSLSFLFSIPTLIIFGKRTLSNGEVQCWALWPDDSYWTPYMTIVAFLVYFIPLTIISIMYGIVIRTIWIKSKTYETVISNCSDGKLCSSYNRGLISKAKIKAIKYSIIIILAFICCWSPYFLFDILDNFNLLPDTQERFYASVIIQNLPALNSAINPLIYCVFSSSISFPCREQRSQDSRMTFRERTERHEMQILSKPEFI
Luc counter: Kinase-Glo luciferase inhibition (counter-screen); Kinase-Glo luciferase, ATP luminescence, 8 min; Potency, µM (highest dose often 38.3 µM), for inactives: at the top dose activity change, negative = inhibition, hits mostly inhibitors; actives 0.28% (n = 200,000); also: potency is read from the fitted curve at half-maximal effect; % is scaled to controls: 0 for no effect and ±100 for the full control effect; nearly all actives have a fitted effect of over 60% in size
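Inhibition of Kinase-Glo luciferase light generation was assessed at 10 uM ATP in pH 7.2 imidazole buffer, with luminescence measured after eight minutes at ambient temperature.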
LMNA splice mod: LMNA splicing modulation; HeLa LMNA splicing GFP/RFP minigene ratio, 48 h; Potency, µM (top dose mostly 46.1 µM), for inactives: at the top dose ratio change, negative = inhibition, hits mostly inhibitors; actives 0.01% (n = 200,000); active = well fitted inhibition curve with a large enough effect in the signal ratio, with a control signal flat, not every such curve was filed as active; inconclusive = small, poorly fitted or top-dose-only effect, or effect the other way, or a change in a side signal; the % refers to the signal ratio; also: potency is read from the fitted curve at half-maximal effect; % is scaled to controls: 0 for no effect and ±100 for the full control effect
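S3 HeLa cells stably expressing lamin A-EGFP splicing minigene plus DsRed2, 600 cells/well, 48 h compound exposure at 37C. Laser-scanning cytometry; analysed as GFP (500-530 nm)/RFP (575-640 nm) total intensity ratio; 0.5% DMSO vehicle.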
IMPase Li inh: cell-permeable IMPase inhibitors with lithium potentiation | actives 0.35% (n = 210,000) | Potency, µM (top dose mostly 59.4 µM), for inactives: at the top dose activity, negative = IMPase inhibition, hits mostly inhibitors | CHO-M1 cells, IP1 TR-FRET (IP-One), carbachol + lithium;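 also: IP1 builds up when IMPase is blocked and the TR-FRET signal falls; potency is read from the fitted curve at half-maximal effect; plate controls were basal vehicle for no effect and high inhibitor control for full effect; nearly all actives have a fitted effect of over 50% in size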
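Test compounds were applied to CHO-M1 cells previously cultured for 16–30 h at 2000 per well. A small lithium amount accompanied them; after 30 min at 37C, IP1 was quantified by TR-FRET.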
Epigenetic reg: regulators of epigenetic silencing causing reporter derepression in mouse cells. actives 0.2% (n = 280,000). AID 1865. Potency, µM (titrated, usually from 53.9 µM), without a hit: top-dose GFP activation, usual class: activators. murine LDR cells, GFP reporter derepression, 30 h; also: potency is read from the fitted curve at half-maximal effect; % of control where 0% means no effect; nearly all actives have a fitted effect of over 60% in size
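GFP-positive cell count by laser-scanning cytometry (objects 20–120 um) after 30 h, 37 C compound exposure of murine LDR cells; reporter is CMV-GFP integrated at a silenced locus, inducible by HDAC or DNMT inhibitors.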
CBFb-RUNX1 inh: CBF-beta/RUNX1 interaction disruption. AID 1477. Q01196+Q13951. 230,000 tested, under 10 active. AlphaScreen CBFb-His/RUNX1-biotin binding, biochemical. Potency, µM (doses to about 59.8 µM), for the others: top-dose activity, negative = inhibition, most hits filed as inhibitors; also: % of control where 0% means no effect
Target sequence (Q01196 whole entry, looked up): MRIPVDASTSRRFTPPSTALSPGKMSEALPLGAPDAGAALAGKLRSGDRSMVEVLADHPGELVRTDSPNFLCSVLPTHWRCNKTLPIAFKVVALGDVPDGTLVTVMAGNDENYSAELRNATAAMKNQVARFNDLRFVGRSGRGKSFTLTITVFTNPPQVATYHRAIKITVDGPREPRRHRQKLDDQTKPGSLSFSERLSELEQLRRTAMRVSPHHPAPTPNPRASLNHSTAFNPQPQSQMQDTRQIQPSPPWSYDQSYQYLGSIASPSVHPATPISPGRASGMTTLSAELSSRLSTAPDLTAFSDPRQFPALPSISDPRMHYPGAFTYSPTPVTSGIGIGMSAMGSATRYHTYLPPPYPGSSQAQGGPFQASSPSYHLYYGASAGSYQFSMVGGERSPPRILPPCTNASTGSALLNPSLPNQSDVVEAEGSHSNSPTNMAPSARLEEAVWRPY
Target sequence (Q13951 whole entry, looked up): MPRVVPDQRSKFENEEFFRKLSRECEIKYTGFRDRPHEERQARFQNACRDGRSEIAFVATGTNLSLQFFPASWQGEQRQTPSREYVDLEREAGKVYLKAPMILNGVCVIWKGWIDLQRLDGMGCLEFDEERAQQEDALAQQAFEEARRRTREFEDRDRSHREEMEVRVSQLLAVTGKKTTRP
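AlphaScreen binding: CBFb-His and RUNX1-biotin (30 nM each) preincubated 20 min, compound added for 15 min, then nickel and streptavidin beads for 90 min, all at room temperature. Disruption of the interaction by any mechanism counts as activity.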
aGal spleen mod: inhibitors or activators of human alpha-galactosidase in spleen homogenate; P06280; human spleen homogenate, 4MU-alpha-Gal fluorescence, 40 min; Potency, µM (top dose mostly 80 µM), for the others: top-dose activity change, negative = inhibition, actives largely listed as inhibitors; actives 0.008% (n = 240,000); AID 2107;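 also: potency is read from the fitted curve at half-maximal effect; 0% = enzyme with vehicle and -100% = no enzyme basal signal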
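qHTS titration in buffer at pH 5.0. Alpha-galactosidase activity in spleen homogenate was measured via 4-methylumbelliferone release from 1 mM fluorogenic substrate after 40 min at 37C and a pH 10 stop. AC50 came from Hill fits of control-normalized data.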
* hit, by the source's call; ? = inconclusive; · = not tested or not shown; & = joins results of further samples; [ ] = remark or other dose. Unless noted, calls follow the shape of the dose curve; as a rule, active = well fitted curve in the direction sought with a large enough effect; inconclusive = small, poorly fitted or top-dose-only effect, or another doubt; inactive = no such curve, though single readings can be large; an effect the other way counts as inactive or inconclusive. This is a subset (hit frequency here may not be typical).

Values run as follows: NPSR antagonist, Luc counter, LMNA splice mod, IMPase Li inh, Epigenetic reg, CBFb-RUNX1 inh, aGal spleen mod
> CCOC(=O)N1CCC(NC(=O)c2cc(C(=O)Nc3ccc(F)cc3F)ccc2CO)CC1
  -8%[46.1 µM], 17%, 2%, -2%[38.3 µM], -1.4%, 0%, -7%
> COc1cccc(C2=NN(C(=O)c3cccs3)C(O)(C(F)(F)F)C2)c1 (centres undefined)
  -35%, 0%, ?, 18%, 0.0%, 1%, 10%
> Cn1c([N+](=O)[O-])cnc1N1CCN(c2nncs2)C1=O
  -8%, ·, ·, ·, -1.6%, ?, 9%
> Cc1cccc(N2CCC(NCc3c(C(=O)N4CCCCC4)nc4c(C)cccn34)CC2)c1
  -19%, -1%, -5%[46 µM], 11%, 1.6%, 6%, 2%
> O=C(NCc1cccnc1)C1CC(=O)N(CCc2ccccc2)C1 (centres undefined)
  -17%[46.1 µM], 10%, 0%, -3%[38.3 µM], -0.5%, 0%, 1%
> Cc1nn(C)cc1CNC(=O)C1C2CCC(O2)C1C(=O)O (centres undefined)
  -3%[46.1 µM], -5%, ?, -9%[38.3 µM], 0.0%, 1%, 5%
> COc1ccc(NC(=O)c2ccc3c(c2)C(=O)N(Cc2cccnc2)C3=O)cc1
  -15%[46.1 µM], -3%, 8%, 13%[38.3 µM], -0.8%, 16%, 2%
> COc1ccc(NS(=O)(=O)c2cc(NC(=O)Cc3cccs3)ccc2C)cc1
  -23%, 4%, ?, 15%, 3.8%, 2%, 4%
> CC(c1ccco1)N(C(=O)c1ccccc1NS(=O)(=O)c1cc([N+](=O)[O-])ccc1Cl)c1ccccn1 (centres undefined)
  -38%, -24%, ?, 6%, 2.1%, -1%, 8%
> CC(=O)Nc1ccc(NC(=O)CN(c2ccccc2Cl)S(C)(=O)=O)cc1
  5%[46.1 µM], 0%, 5%, 18%[38.3 µM], -1.1%, 4%, 8%
> CCOc1c(Br)cc(CNCc2cccs2)cc1OC
  -3%[46.1 µM], -1%, -6%, 18%, 0.0%, 5%, 6%
> O=C(CCC(=O)OCC(F)(F)C(F)F)Nc1ccc(Cl)cc1
  8%[46.1 µM], 1%, 6%, -16%[38.3 µM], -1.4%, 2%, -5%
> COc1ccccc1NC(C)C(=O)N/N=C/c1cccs1 (centres undefined)
  -6%, -2%, 9%[46 µM], 6%, -1.5%, -11%, 5%
> O=C(CSc1nnnn1-c1ccc2c(c1)OCO2)NCc1cccs1
  -6%[46.1 µM], -3%, -6%, 18%, 0.9%, 1%, -1%
> CCN(CC)Cc1c(O)ccc2c(C)c(CC(=O)OC)c(=O)oc12
  10%[46.1 µM], -5%, 6%, 10µM*, 1.6%, -1%, ?
> Cn1c(=O)n(CCCOc2ccc(Br)cc2)c2ccccc21
  -20%[46.1 µM], 0%, ?, 7%[38.3 µM], -1.8%, 3%, 2%
> COc1ccc(Oc2cnn(-c3ccccc3)c(=O)c2Br)cc1
  -23%, -2%, ·, ?, 0.9%, -5%, 6%
> Cc1ccc(C)c(N2CCN(C(=O)C3CCCN(S(=O)(=O)c4cnc[nH]4)C3)CC2)c1 (centres undefined)
  -10%[46.1 µM], -1%, -11%, 8%[38.3 µM], -1.3%, -1%, -5%
> Cc1cnc(C(=O)OCC(=O)Nc2cc(Cl)cc(Cl)c2)cn1
  10%[46.1 µM], -4%, 1%, -6%[38.3 µM], -1.0%, 3%, 5%
> NC(=O)c1ccc(NC(=O)COc2ccc([N+](=O)[O-])cc2Cl)cc1
  15%, -1%, 6%[46 µM], -6%, -0.6%, 0%, 0%
> Cc1ccc(O)c(-c2cc(-c3cccc(Br)c3)n[nH]2)c1
  -12%, -2%, ·, 2%, 1.1%, 2%, 3%
> Cc1ccc(N=Nc2[nH]c3ccccc3c2O)cc1
  14%, -5%, -7%, -2%, -2.2%, -19%, 14%
> C/C(Nc1ccccc1)=C(/C#N)C(N)=O
  -12%[46.1 µM], 0%, 2%, 8%[38.3 µM], -0.3%, -2%, -13%
> O=C(c1cc2ccccc2oc1=O)N(Cc1ccccc1)CC1CCCO1 (centres undefined)
  14%[46.1 µM], 4%, -5%, 0%, -2.0%, 2%, -10%
> COc1ccc(CCNC(=O)CCSc2nc(-c3ccco3)cc(C(F)(F)F)n2)cc1
  ?, -3%, ?, -11%[38.3 µM], 1.6%, 8%, ?
> COC(=O)c1ccc(C2c3c(oc4cc(C)c(C)cc4c3=O)C(=O)N2CCCN(C)C)cc1 (centres undefined)
  9%, ·, ·, -1%, 1.1%, 9%, 4%
> Cc1ccc2nc(-c3ccc(NC(=O)CN4CCN(C(=O)c5ccco5)CC4)cc3)sc2c1
  2%[46.1 µM], 8%, ?, -24%[38.3 µM], 0.0%, -20%, 3%
> CCC(CC)C1C(C#N)=C(N)Oc2cc(C)oc(=O)c21 (centres undefined)
  -3%[46.1 µM], -1%, 14%, 22%[38.3 µM], -2.6%, -2%, 1%
> O=C(O)c1cc(O)c2c(c1)C(=O)c1cc(O)cc(O)c1C2=O
  18%, ?, -5%, 27%&13%, 1.4%&3.7%, ?, 10%&2%
> O=[N+]([O-])c1ccc(N(c2ccccc2)c2ccccc2)cc1
  -15%[46.1 µM], -6%, 21%, -28%[38.3 µM], ?, 2%, 2%
> CCOC(=O)Cc1csc(NC(=O)c2ccncc2)n1
  -8%[46.1 µM], -8%, 19%, -1%[38.3 µM], -0.4%, -4%, 12%
> CCN1CCN(Cc2cc(=O)oc3cc4c(cc23)CCC4)CC1
  ?, -3%, 18%, 13%[38.3 µM], -0.8%, -2%, 7%
> O=C(O)CCC(NC(=O)C1CCCN1C(=O)OCc1ccccc1)C(=O)O (centres undefined)
  -19%, 3%, ·, -4%, -1.1%, 7%, 5%
> O=C(CSc1nc2ccccc2c(=O)n1CC1CCCO1)NCC1CCCO1 (centres undefined)
  -5%[46.1 µM], -1%, 4%, -8%[38.3 µM], -1.0%, 4%, 4%
> OCCN1CCOCCOCCN(CCO)CCN(CCO)CC1
  -7%[46.1 µM], -4%, 21%, -4%[38.3 µM], -2.3%, -14%, -2%
> CCn1c(=O)n(CC)c2cc(S(=O)(=O)N3CCOCC3)ccc21
  -6%[46.1 µM], 5%, 10%, 8%[38.3 µM], 2.0%, 8%, -14%
> CC(C)c1ccc(NS(=O)(=O)c2cn(C)c(=O)n(C)c2=O)cc1
  -7%[46.1 µM], 5%, -4%, -2%[38.3 µM], 0.0%, 19%, -1%
> Cn1c(NC(=O)c2ccccc2)c(-c2cccs2)c(=O)c2ccccc21
  -9%[46.1 µM], -3%, ?, 4%[38.3 µM], -1.0%, 3%, -4%
> COc1cccc(C(=O)NNC2=C(C(=O)C(F)(F)F)CCC2)c1
  -8%, ·, ·, ·, 0.1%, 3%, 1%
> CSc1nncc(/C(C)=N\Nc2ccccc2C)n1
  1%[46.1 µM], -2%, 6%, 24%[38.3 µM], 9.0%, -8%, -1%
> CCOC(=O)N1CCN(S(=O)(=O)c2ccc(C(=O)NNc3nc4c(C)cc(C)cc4s3)cc2)CC1
  -16%, 0%, ?, 5%, 1.3%, 0%[2.36 µM], 3%
> CC(OC(=O)c1cc2sccc2n1C)C(=O)NCC1CCCO1 (centres undefined)
  -6%[46.1 µM], ·, ?, ·, -5.3%, 1%, 3%
> Nc1nc(SCC(=O)NN(c2ccccc2)c2ccccc2)n[nH]1
  12%, 2%, ?, 9%, 1.0%, 1%, 2%
> CC(NC(=O)Cc1ccc(F)cc1)c1ccccc1 (centres undefined)
  -7%[46.1 µM], 5%, 11%, 14%[38.3 µM], -1.8%, 2%, -7%
> COC(=O)c1ccc2c(c1)N(Cc1ccccc1F)C(=O)c1ccccc1S2=O (centres undefined)
  2%, 4%, ?, 23%, -1.0%, -3%, -5%

Compound profiles, as listed above.
Record of Cn1c(NC(=O)c2ccccc2)c(-c2cccs2)c(=O)c2ccccc21 : NPSR antagonist: -9%[46.1 µM]; Luc counter: -3%; LMNA splice mod: ?; IMPase Li inh: 4%[38.3 µM]; Epigenetic reg: -1.0%; CBFb-RUNX1 inh: 3%; aGal spleen mod: -4%
Record of COc1cccc(C(=O)NNC2=C(C(=O)C(F)(F)F)CCC2)c1 : NPSR antagonist: -8%; Luc counter: ·; LMNA splice mod: ·; IMPase Li inh: ·; Epigenetic reg: 0.1%; CBFb-RUNX1 inh: 3%; aGal spleen mod: 1%

Further entries:
Values run as follows: NPSR antagonist, Luc counter, LMNA splice mod, IMPase Li inh, Epigenetic reg, CBFb-RUNX1 inh, aGal spleen mod
> Cc1ccc(N(Cc2ccc(C(=O)Nc3ccccc3C(=O)NCc3ccco3)cc2)S(C)(=O)=O)cc1C
  -16%[46.1 µM], -6%, -1%, 26%[38.3 µM], 0.0%, -6%, -3%
> O=C(NC1CCCCC1)C(c1ccncc1)N(C(=O)Cn1nnc(-c2cccs2)n1)C1CCCC1 (centres undefined)
  -4%[46.1 µM], 2%, 0%, -1%, -0.1%, -3%, 4%
> COC(=O)c1c(C)[nH]c(C(=O)/C=C/c2cccc(Cl)c2)c1C
  -9%[46.1 µM], 1%, -15%, -3%, 0.0%, 1%, 4%
> CCOc1ccccc1C(=O)OCC(=O)Nc1ccc(N2CCCCC2)cc1
  -17%[46.1 µM], -4%, -6%, 29%[38.3 µM], -1.6%, ?, -1%
> CCCCCCOc1ccc(NC(=O)CC2C(=O)N(CC)C(=S)N2Cc2ccco2)cc1 (centres undefined)
  -48%, 5%, ?, 1%, -1.9%, 2%, 1%
> CCS(=O)(=O)Nc1c(C(=O)OC)[nH]c2ccccc12
  -1%[46.1 µM], ·, 1%, ·, -7.0%, 10%, 7%
> COc1ccc(-c2nnc(SCC(=O)NCc3cccs3)n2C(C)C)cc1
  9%[46.1 µM], -1%, ?, 25%[38.3 µM], 0.8%, 2%, 3%
> CCOC(=O)N1CCN(C(=O)c2ccc3c(c2)N(Cc2ccc(C)cc2)CCS3)CC1
  ?, 17%, ?, 18%[38.3 µM], -1.0%, -11%, -3%
> Cc1ccccc1Nc1c(N)c(=O)oc2ccccc12
  -5%[46.1 µM], 2%, 11%, 7%[38.3 µM], 3.3%, -2%, -2%
> Cc1ccc(Cn2nnc3c(=O)[nH]c(C4CCN(S(=O)(=O)c5ccccc5)CC4)nc32)cc1
  -16%[46.1 µM], -3%, 12%, 3%[38.3 µM], 2.2%, -4%, -9%
> CCOC(=O)c1cc(CC)sc1/N=C/C1=C(O)CC(C)(C)CC1=O
  19%, 0%, ?, 13%, -1.0%, 1%, -5%
> O=c1c(-c2ccc3c(c2)OCCO3)c(C(F)(F)F)oc2cc(O)cc(O)c12
  -22%[46.1 µM], -2%, ?, 18%[38.3 µM], -11%, -4%, 6%
> O=C(NCCO)NC(=S)c1ccccc1
  0%[46.1 µM], 0%, 27%, 35%[activator][38.3 µM], 0.0%, -1%, 6%
